Screening results: PubChem, several laboratories
Keap1 Nrf2 FP = disrupts human Keap1 binding to Nrf2 peptide. Q14145. Keap1 Kelch-Nrf2 peptide fluorescence polarization, 1536-well. inhibition, % at 9.4 µM. hit rate 0.15% among 340,000. AID 504523; in the data active = inhibition above about 12%;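 also: human Keap1 Kelch domain with fluorescein labeled Nrf2 9mer peptide probe; 0% = neutral control wells and 100% = peptide positive control; higher means more block of Keap1 binding to Nrf2 peptide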
Cardiac RTF inh = cardiac RTF calcium desensitization; P19429+P45379; IANBD-labeled cardiac RTF, Ca2+ fluorescence; inhibition, % at 7.15 µM; hit rate 0.12% among 340,000; AID 493244;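 active = inhibition above the mean inhibition of all tested compounds plus 3 SD, cut at about 17% in these data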;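 also: assay run at fixed EC70 calcium of 1.6 mM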
DSG3 Ab inh = blocks pemphigus antibody binding to human desmoglein-3; P32926; DSG3-coupled beads, scFv-anti-DSG3-GFP binding, flow cytometry; active compounds read low; binding (percent of control), % at 10 µM; hit rate 0.48% among 310,000; AID 588358;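 active = binding more than 3 SD below its plate's average and above zero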;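 also: hits lower antibody fragment binding to DSG3; some compounds called inactive have numbers as strong as hits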
OPRM1-OPRD1 ag = OPRM1-OPRD1 heterodimerization agonism. cells, luminescence. AID 504326. activation, % at 9.3 µM. hit rate 0.3% among 340,000; in the data active = activation above about 18%;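 also: 0% = vehicle-treated cells and 100% = reference agonist; values of inactives mirror those of a sister screen read the other way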
Target sequence (P35372 whole entry, looked up): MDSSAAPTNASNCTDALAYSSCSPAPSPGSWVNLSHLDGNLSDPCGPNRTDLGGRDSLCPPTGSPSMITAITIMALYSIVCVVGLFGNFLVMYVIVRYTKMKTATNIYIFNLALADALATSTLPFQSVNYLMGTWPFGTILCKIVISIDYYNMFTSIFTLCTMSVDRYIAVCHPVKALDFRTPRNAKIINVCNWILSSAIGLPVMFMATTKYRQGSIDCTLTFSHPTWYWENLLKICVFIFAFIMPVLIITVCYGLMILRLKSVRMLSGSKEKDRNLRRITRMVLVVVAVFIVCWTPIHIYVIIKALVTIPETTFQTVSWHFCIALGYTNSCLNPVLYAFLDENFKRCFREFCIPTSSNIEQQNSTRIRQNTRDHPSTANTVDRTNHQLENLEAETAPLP
Target sequence (P41143 whole entry, looked up): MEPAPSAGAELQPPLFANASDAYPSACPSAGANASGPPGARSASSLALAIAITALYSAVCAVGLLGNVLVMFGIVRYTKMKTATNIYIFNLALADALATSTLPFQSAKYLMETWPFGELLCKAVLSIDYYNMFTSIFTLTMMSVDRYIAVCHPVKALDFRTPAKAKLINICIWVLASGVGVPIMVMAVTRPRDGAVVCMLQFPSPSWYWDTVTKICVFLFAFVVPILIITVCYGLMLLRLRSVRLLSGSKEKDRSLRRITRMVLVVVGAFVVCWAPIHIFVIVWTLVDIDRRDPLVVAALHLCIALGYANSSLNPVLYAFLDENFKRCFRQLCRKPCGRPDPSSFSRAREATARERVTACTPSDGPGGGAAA
V-ATPase pH = alters yeast V-ATPase proton transport; S. cerevisiae, pHLuorin cytosolic pH fluorescence; response, % at 10 µM; hit rate 0.37% among 350,000; AID 504577; in the data active = response mostly above about 7.3%, no sharp cut-off; inactive = mostly below about 5.4%; also: actives read high; inactives centre near 0; some compounds called inactive have numbers as strong as hits; reference of the scale not given here
RTF Ca sens act = cardiac RTF calcium sensitization | IANBD-labeled TnC RTF fluorescence at EC20 calcium; 0% EC20 calcium, 100% full calcium | activation, % at 7.2 µM | P19429+P45379 | AID 493008 | hit rate 0.24% among 340,000;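 active = activation above the mean over all tested compounds plus 3 SD, cut at about 30% in these data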;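 also: rise in fluorescence read as greater calcium sensitivity of cardiac thin filaments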
LANA DNA inh = KSHV C-LANA DNA binding inhibition. inhibition, % at 9 µM. MBP-C-LANA/FAM-LBS DNA binding, fluorescence polarization. hit rate 0.078% among 340,000;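 active = highest replicate inhibition at or above 60% at 9 µM, even if other replicates fall short; inactive = all replicates below 60% inhibition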;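 also: 0% = neutral control wells and 100% = 4 µM acridine orange control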
Arrestin-AP2 inh = blocks beta-arrestin peptide binding to AP2 adaptin; AID 504490; inhibition, % at 10 µM; FITC-arrestin peptide / GST-AP2 beads, flow cytometry; AP2 beta2 appendage carries R879A mutation; hit rate 0.31% among 340,000;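 active = inhibition above a set limit, near 3 SD of compounds lacking own fluorescence, cut at about 54% in these data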;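 also: plate controls were DMSO wells for no effect and 5 µM unlabelled arrestin peptide for full effect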
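system = GST-tagged AP2 beta2-adaptin appendage (R879A) on 4 µm glutathione beads | reagent = FITC-labelled arrestin peptide probe, 50 nM final | schedule = compound with beads 12 min RT, then probe 1 h RT | signal = HyperCyt-sampled flow cytometry, FL1 channel, ex 488/em 535 nm | read-out = percent response from loss of bead-bound FITC fluorescence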
Wnt act = activators of Wnt/beta-catenin signaling | Wnt/beta-catenin reporter cell assay, activator, plate reader | hit rate 1.2% among 300,000 | activation, % at 9.35 µM; in the data active = activation above about 30%, passing the limit was not always enough;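 also: 0% = neutral control wells and 100% = positive control wells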
OPRM1-OPRD1 inv = inverse agonist of human OPRM1-OPRD1 heterodimerization | P35372+P41143 | cell-based MOR-DOR heterodimer luminescence, inverse agonism | inhibition, % at 9.3 µM | hit rate 0.21% among 340,000; in the data active = inhibition above about 22%, passing the limit was not always enough;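 also: 0% = cells with DMSO and 100% = wells without cells with DMSO; values of inactives mirror those of a sister screen read the other way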
Starred values were filed as active, the others as inactive; · = no result given.

Every second line gives: Keap1 Nrf2 FP | Cardiac RTF inh | DSG3 Ab inh | OPRM1-OPRD1 ag | V-ATPase pH | RTF Ca sens act | LANA DNA inh | Arrestin-AP2 inh | Wnt act | OPRM1-OPRD1 inv
1) NC(=O)C1(N2CCCCC2)CCN(C(=S)NCCc2ccccc2)CC1
  1 | -1 | 99 | -1.1 | 0 | 1 | -0.8 | -9 | -3 | 5
2) CS(=O)(=O)c1ccc(N)c(SSc2cc(S(C)(=O)=O)ccc2N)c1
  -2 | -14 | 86 | 1.8 | 2 | -4 | 3.5 | 16 | 3 | -10
3) Cc1ccccc1CO/N=C/c1[nH]ncc1Br
  3 | -8 | 96 | -1.9 | 0 | -2 | -0.6 | 8 | 3 | 10
4) O=C(c1coc(=O)c(Br)c1)N1CCC(C(O)(c2ccccc2)c2ccccc2)CC1
  0 | -3 | 115 | -1.6 | 2 | 4 | 0.0 | -1 | 0 | 9
5) Cc1ccccc1NC(=O)CSc1nc2ccccc2c2nc(CCn3cncc3C)nn12
  -3 | -13 | 87 | -3.3 | -1 | -1 | -0.3 | 1 | 0 | 18
6) O=C(NCCc1ccccc1)C1CCN(S(=O)(=O)N2CCCCCC2)CC1
  -8 | -1 | 103 | 0.0 | 2 | 0 | 2.1 | 11 | 0 | 0
7) O=c1c2sccc2[nH]c(=S)n1Cc1ccccc1
  -6 | -1 | · | -2.7 | 3 | 3 | 1.1 | 35 | 3 | 15
8) CCOC(=O)C1=C(C)NC(=S)NC1C (centres undefined)
  -1 | -14 | 97 | -0.3 | 1 | -6 | 9.7 | -8 | -1 | 2
9) CC(C)CNC(CC(=O)O)c1ccccc1 (centres undefined)
  -8 | -4 | 104 | 1.0 | 1 | -4 | -0.4 | 0 | -1 | -5
10) CCOc1ccc(S(=O)(=O)Nc2ccc(C(=O)N3CC(C)OC(C)C3)cc2)cc1 (centres undefined)
  1 | 4 | 99 | -0.2 | -1 | -7 | 1.4 | 1 | 2 | 1
11) O=C(NCC(c1ccco1)N1CCOCC1)c1c(F)cccc1F (centres undefined)
  -1 | -5 | 108 | -1.4 | 2 | 1 | 0.1 | 36 | 0 | 9
12) Cc1nc(-c2ccc(NC(=O)c3ccccc3C)cc2)cs1
  -1 | 4 | 109 | 1.3 | -6 | 10 | -0.1 | -4 | -1 | -7
13) CCCCn1c(=N)n(CCOc2ccc(C)cc2)c2ccccc21
  3 | 15 | 138 | 2.7 | 3 | 4 | -0.6 | 73* | -6 | -15
14) O=C(CC1S/C(=N\S(=O)(=O)c2ccc(F)cc2)N(c2ccccc2)C1=O)Nc1ccccc1 (centres undefined)
  0 | -8 | 79* | -1.4 | -2 | -1 | -2.2 | 5 | 1 | 8
15) CN(CC(=O)Nc1cccc(F)c1)C(=O)CCCN1C(=O)c2cccc3cccc(c23)C1=O
  4 | -2 | 98 | 0.6 | 0 | 6 | 0.1 | -7 | 1 | -4
16) COc1cc(S(=O)(=O)NCc2cccnc2)ccc1F
  -4 | -8 | 98 | -2.9 | 1 | 6 | -1.1 | 9 | · | 13
17) COc1ccc(CC(=O)Nc2nc(-c3cc(OC)ccc3OC)cs2)cc1
  -5 | -5 | 111 | 0.1 | 3 | 8 | -0.2 | 2 | -12 | 0
18) CC(CNC(=O)c1ccccc1Cl)c1ccccc1 (centres undefined)
  -1 | -8 | 103 | -2.1 | -1 | 1 | 1.2 | -4 | 7 | 10
19) CCCc1c(C)c2ccccc2[nH]c1=O
  0 | -1 | 94 | 0.2 | 2 | -5 | -0.8 | 29 | -1 | -1
20) CC(=O)Oc1ccc(/C=N/NC(=O)C2CCCN2S(=O)(=O)c2ccc(Cl)cc2)cc1 (centres undefined)
  -1 | -7 | 111 | -1.2 | · | -2 | -1.0 | 0 | · | 6
21) COc1ccc(C=CC(=O)c2ccc([N+](=O)[O-])cc2)cc1
  4 | -6 | 91 | 2.7 | -4 | 0 | 4.2 | -15 | -1 | -14
22) CCN1CCCC1CNC(=O)CSc1cc(=O)n(C)c2cc(Cl)ccc12 (centres undefined)
  -2 | -4 | 102 | -1.7 | -3 | 2 | -1.0 | 29 | · | 9
23) CC[C@]12c3[nH]c4cc(CCC(=O)N(C)C)ccc4c3CCN1C(=O)[C@@H](CC(=O)NC(C)(C)C)C[C@@H]2C(=O)N1CCN(C(=O)C2CC2)CC1
  4 | -9 | 97 | -2.6 | 0 | -3 | 0.3 | -2 | -2 | 13
24) Cn1c(CNC(=O)c2ccccc2F)cc2ccccc21
  -2 | -9 | 109 | -3.4 | -4 | -2 | -1.1 | 4 | 0 | 17
25) Cc1cc(NS(=O)(=O)c2ccc(NC(=O)CSc3nc4ncccc4[nH]3)cc2)nc(C)n1
  -1 | -12 | 100 | -1.3 | 12 | 1 | -1.4 | 21 | 3 | 7
26) O=C1COc2ccccc2N1Cc1ccccc1Cl
  -1 | -6 | · | 4.2 | 1 | -1 | 0.2 | -9 | · | -25
27) OC(COCc1ccc2c(c1)OCO2)CN1CCN(Cc2ccccc2)CC1 (centres undefined)
  -1 | 7 | 105 | -0.5 | -3 | -2 | 0.9 | 4 | · | 3
28) C=CCOc1cccc(CNc2ccc3[nH]c(=O)[nH]c3c2)c1
  -1 | -5 | 111 | 4.3 | 0 | 4 | -2.0 | 6 | -2 | -21
29) O=C(Cn1cnc2c(cnn2-c2ccc(F)cc2)c1=O)N1CCN(c2ccccc2F)CC1
  -2 | 1 | 100 | 0.0 | 1 | -11 | -0.7 | 19 | · | 0
30) CCCCNC(=O)c1onc(CSc2nc3ccccc3[nH]2)c1C(=O)NCCCC
  -7 | -1 | 100 | 7.1 | -4 | -6 | -4.7 | -4 | -5 | -39
31) COc1ccc(S(=O)(=O)N2CCOCC2)cc1NC(=O)C1CC1
  0 | 6 | 124 | -4.1 | 8 | -5 | 3.6 | -2 | -1 | 21
32) CCCCOCCCNC(=O)C1CCCCC1
  0 | 0 | 103 | -1.6 | -2 | -2 | -1.4 | 4 | 0 | 9
33) CCN1CCN(C2=NC(=O)/C(=C/c3ccc(C)o3)S2)CC1
  -3 | -17 | 105 | 0.0 | -1 | 10 | 4.8 | -1 | · | 0
34) O=C(COC(=O)c1n[nH]c2ccccc12)NCCc1ccc(Cl)cc1
  0 | 0 | · | 0.0 | 4 | -4 | 1.2 | -7 | 2 | 0
35) COc1cc(C(=O)Nc2cccc(C)n2)ccc1OCC(=O)N1CCOCC1
  -5 | -2 | · | -3.7 | -1 | -3 | 0.3 | 12 | 3 | 15
36) CN1C(=O)C(O)(CC(=O)c2ccncc2)c2ccccc21 (centres undefined)
  1 | 1 | 87 | -1.2 | 4 | -17 | 1.3 | 5 | 0 | 7
37) Cc1ccc2nc(C)c3c(c2c1)N(c1ccccc1)CC3
  -3 | · | 97 | · | -2 | · | -2.9 | 12 | 3 | ·
38) Cc1cccc(NC(=O)CSc2ccc3nnc(-c4cccnc4)n3n2)c1
  6 | -14 | 121 | -3.3 | -3 | 4 | 4.9 | 2 | -1 | 17
39) COc1cc(NC(=O)C/C(C)=N/NC(=O)c2cccc(O)c2)c(OC)cc1Cl
  -2 | 0 | 96 | -1.2 | 2 | -1 | -6.7 | 20 | 3 | 7
40) FC(F)Oc1ccc(NC(=S)NCc2ccco2)cc1Cl
  -2 | -1 | 100 | 3.1 | 4 | 2 | 0.6 | 12 | 2 | -16
41) C[C@H](CO)N1C[C@H](C)[C@@H](CN(C)C(=O)Nc2ccccc2)Oc2c(NC(=O)C3CCCCC3)cccc2C1=O
  -1 | -33 | 103 | -2.3 | -1 | 2 | 2.5 | 3 | 5 | 13
42) N#Cc1cnc(SCC(=O)Nc2ccccc2C(F)(F)F)nc1N
  -5 | 3 | 105 | 3.9 | -6 | -3 | -1.3 | 9 | -1 | -21
43) COc1ccc2c(Cl)c(C(=O)N/N=C3\CCCC(=O)C3)sc2c1
  -29 | -80 | · | -2.3 | -2 | 41* | 9.2 | -3 | 7 | 11
44) Cc1ccc(-n2nc3c(=O)n(C(C)C(=O)NCc4ccc5c(c4)OCO5)nc(C)c3c2C)cc1 (centres undefined)
  -4 | -9 | 104 | -0.2 | 4 | -2 | 1.0 | 1 | 1 | 1
45) CON(C)c1nc(C2CCCCC2)c2cc(C)ccc2n1
  -3 | 3 | 103 | 2.5 | -3 | -10 | 0.3 | -6 | 1 | -14
46) CCOc1ccc(NC(=O)c2ccco2)cc1
  6 | -5 | 96 | -1.6 | 2 | 2 | 1.8 | -9 | · | 9
47) COc1ccc(C2C(CC(=O)O)=C(Nc3ccccc3)C(=O)N2c2ccccc2)cc1 (centres undefined)
  -5 | -15 | 88 | -1.1 | 0 | -3 | 0.1 | 0 | 43* | 7
48) COc1ccc(N2CCN(C(=O)c3ccc4[nH]c(C)c(C)c4c3)CC2)cc1
  -2 | 6 | 91 | -2.7 | 3 | -4 | -0.4 | -18 | -2 | 14
49) CC(c1ccco1)N(C(=O)c1cccs1)c1ccccn1 (centres undefined)
  -3 | 10 | 102 | 0.2 | -4 | -3 | 1.6 | 40 | · | -1
50) Cc1cccc(C)c1NC(=S)Nc1ccc(Cl)c(Cl)c1
  -4 | 2 | 117 | 0.0 | 0 | 5 | 0.0 | 15 | -1 | 0
51) O=C(NCCCN1CCOCC1)C1(c2ccccc2)CCCC1
  -5 | 1 | 105 | -0.2 | 0 | 0 | -0.7 | 19 | · | 1
52) O=C(CSc1ncn[nH]1)Nc1ccc(OCc2ccccc2)cc1
  0 | 0 | 99 | -0.3 | 4 | 11 | 2.2 | 18 | 2 | 2
53) O=C(CC(=O)c1ccccc1)CC(O)(C=Cc1ccccc1)c1ccccc1 (centres undefined)
  -3 | -13 | 99 | 3.9 | -4 | -3 | -1.1 | -10 | -3 | -17
54) CCOC(=O)c1[nH]c(C)c(C(=O)OCC(=O)NCc2ccc(Cl)cc2)c1C
  -2 | 3 | · | -3.1 | 1 | -3 | 1.0 | 0 | 7 | 12
55) O=C(CN1CCN(c2cccc(C(F)(F)F)c2)CC1)N(C1CCCC1)C1CCS(=O)(=O)C1 (centres undefined)
  -6 | -8 | 101 | 1.2 | -1 | 7 | 0.6 | -11 | 5 | -5
56) COC(=O)c1cc(C(=O)c2cc(F)ccc2O)cn2c(=O)c3c(C)c(C)sc3nc12
  1 | -8 | 90 | -2.1 | -3 | 0 | -0.7 | -9 | 1 | 11
57) CCn1nnc(NC(=O)c2cccc(-c3cc4ccccc4oc3=O)c2)n1
  -3 | -1 | 99 | 2.7 | -1 | 0 | -0.7 | 27 | · | -14
58) COCCNC(=O)C(=O)Nc1ccc(Cl)cc1C
  -3 | 6 | 102 | -0.9 | -1 | -4 | 0.3 | -1 | 0 | 5
